Bim-Bfl-1: inhibitors of Bim binding to Bfl-1, primary screen, biochemical, multiplexed, bead-based flow cytometry; Bcl-2-related protein A1 (Homo sapiens), Q16548; Bim-Bfl-1 binding inhibition; inhibition, % at 10 µM; actives 0.12% (n = 190,000);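 further: 0% = wells without compound plus tracer and 100% = blocker peptide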
Bcl-B Bim block: inhibitors of Bim-Bcl-B binding, primary screen, biochemical, multiplexed, human Bcl-2 family; Bcl-2-like protein 10 (Homo sapiens), Q9HD36; actives 0.073% (n = 190,000); AID 951, 2007; bead-based flow cytometry, Bim peptide-Bcl-B binding; inhibition, % at 10 µM;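 further: 0% = tracer peptide without compound and 100% = reference inhibitor peptide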
Bim-Bcl-XL: inhibitors of Bim-Bcl-XL binding, primary screen, biochemical, multiplexed, bead flow cytometry, human Bcl-XL; Bcl-2-like protein 1 (Homo sapiens), Q07817; actives 0.04% (n = 190,000); AID 1007, 2008; Bim peptide-Bcl-XL binding, fluorescence; inhibition, % at 10 µM
Avidin fluor: green autofluorescence of compounds with avidin beads – biophysical, 488/530 nm, flow cytometry, artefact control, profiling panel; actives 0.38% (n = 220,000); fluorescence (KMESF) at 10 µM; compound fluorescence 488/530 nm; hits give high values; in the data active means fluorescence above about 47; further: inactives centre near 10
GSH fluor: compound fluorescence on glutathione beads, profiling panel, artefact control, biophysical, 488/530 nm, flow cytometry | AID 1776, 2009 | fluorescence (KMESF) at 10 µM | actives 0.25% (n = 190,000) | GSH beads flow cytometry, compound fluorescence 488/530 nm; hits give high values; in the data active means fluorescence above about 89;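 further: glutathione beads carrying GST-tagged Bcl family fusion proteins plus one bare bead set; values are compound well signal with DMSO vehicle wells as background; inactives centre near 16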
RGS4-Gao reg: modulators of RGS4 binding to Galphao, primary screen, biochemical, multiplexed bead flow cytometry. Guanine nucleotide-binding protein G(o) subunit alpha (Homo sapiens), P09471. actives lie on both sides. binding response (% of control), % at 10 µM. actives 0.33% (n = 220,000). AID 1415, 2008; in the data active means binding response below about 49% or above about 150%; inactive means in between;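 further: fluorescent Galphao activated with aluminum fluoride binding bead-coupled RGS4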
Target sequence (P09471 whole entry, looked up): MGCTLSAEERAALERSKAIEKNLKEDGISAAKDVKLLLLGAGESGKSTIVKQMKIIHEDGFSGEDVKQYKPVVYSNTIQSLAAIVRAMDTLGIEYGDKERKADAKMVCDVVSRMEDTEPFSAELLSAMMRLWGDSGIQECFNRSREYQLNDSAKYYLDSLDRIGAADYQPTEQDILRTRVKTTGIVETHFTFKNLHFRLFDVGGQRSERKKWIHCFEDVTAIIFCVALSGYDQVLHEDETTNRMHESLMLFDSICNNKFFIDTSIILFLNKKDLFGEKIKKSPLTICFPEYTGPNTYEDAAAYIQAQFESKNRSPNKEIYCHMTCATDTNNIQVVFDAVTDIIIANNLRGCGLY
RGS7-Gao: RGS7-Galphao binding modulators, primary screen, biochemical, multiplexed bead flow cytometry | actives lie on both sides | AID 1439, 2008 | Guanine nucleotide-binding protein G(o) subunit alpha (Homo sapiens), P09471 | binding response (% of control), % at 10 µM | actives 0.35% (n = 220,000); in the data active means binding response below about 49% or above about 150%; inconclusive means no clear call, values can overlap the other calls; inactive means in between;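 further: fluorescent Galphao held in activated GDP-AlF4 state binding bead-coupled RGS7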
Bcl-2 Bim block: inhibitors of Bim-Bcl-2 binding, primary screen, biochemical, multiplexed, human Bcl-2 family | Bead-based flow cytometry, Bim peptide-Bcl-2 binding | inhibition, % at 10 µM | actives 0.06% (n = 190,000) | Apoptosis regulator Bcl-2 (Homo sapiens), P10415; in the data active means inhibition above about 40%; inconclusive means no clear call, values can overlap the other calls;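 further: 0% = no compound wells with probe peptide and 100% = reference peptide inhibitor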
Target sequence (P10415 whole entry, looked up): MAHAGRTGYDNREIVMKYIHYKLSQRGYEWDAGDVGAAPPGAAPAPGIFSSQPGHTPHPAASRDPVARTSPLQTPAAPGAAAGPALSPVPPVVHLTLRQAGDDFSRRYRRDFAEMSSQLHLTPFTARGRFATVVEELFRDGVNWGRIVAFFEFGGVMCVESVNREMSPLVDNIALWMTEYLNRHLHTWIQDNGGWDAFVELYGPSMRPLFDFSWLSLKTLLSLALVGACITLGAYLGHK
Bim-Bcl-W: inhibitors of Bim binding to Bcl-W, primary screen, biochemical, multiplexed, bead-based flow cytometry; Bcl-2-like protein 2 (Homo sapiens), Q92843; Bim peptide-Bcl-W binding; inhibition, % at 10 µM; actives 0.02% (n = 190,000);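 further: 0% = bound tracer without compound and 100% = peptide blocker; higher means less fluorescent Bim peptide bound to Bcl-W beads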
Target sequence (Q92843 whole entry, looked up): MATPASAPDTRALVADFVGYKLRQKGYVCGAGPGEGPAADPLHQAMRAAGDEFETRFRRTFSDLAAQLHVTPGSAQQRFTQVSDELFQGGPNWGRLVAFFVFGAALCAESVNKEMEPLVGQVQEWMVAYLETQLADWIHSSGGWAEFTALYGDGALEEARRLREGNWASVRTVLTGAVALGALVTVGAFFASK
ABCB1 block: ABCB1 efflux pump inhibitors, primary screen, cell-based, multiplex, flow cytometry, ABCG2 counter-screen; inhibition, % at 6.6 µM; ATP-dependent translocase ABCB1 (Homo sapiens), P08183; CCRF-Adr cells, JC-1 efflux; actives 0.067% (n = 190,000); in the data active means inhibition above about 40%;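 further: 0% = vehicle and 100% = reference inhibitor; higher value means more JC-1 retained so stronger ABCB1 efflux block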
ABCG2 block: ABCG2 efflux pump inhibitors, primary screen, multiplex with ABCB1, IgMXP3 cells, flow cytometry. AID 1325, 2008. JC-1 efflux. Broad substrate specificity ATP-binding cassette transporter ABCG2 (Homo sapiens), Q9UNQ0. actives 0.1% (n = 190,000). inhibition, % at 6.6 µM;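 active means inhibition above 80%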;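 further: 0% = DMSO and 100% = nicardipine control wells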
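Test system: IgMXP3 cells (ABCG2) mixed with DDAO far-red-labelled CCRF-Adr cells (ABCB1). Reagent: JC-1 transporter substrate. Compound dosing: single test compound dose, 6.6 µM final. Times: 10 min compound exposure, 25 °C. Detection: flow cytometry of retained JC-1 fluorescence. Read-out basis: efflux inhibition in percent versus controls. Controls: nicardipine and DMSO wells.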
* = called active by the depositor; ? = inconclusive. Unless noted, no stated cut-off is given here; in the data, active means inhibition above about 40%.

Labels used below: A = Bim-Bfl-1; B = Bcl-B Bim block; C = Bim-Bcl-XL; D = Avidin fluor; E = GSH fluor; F = RGS4-Gao reg; G = RGS7-Gao; H = Bcl-2 Bim block; I = Bim-Bcl-W; J = ABCB1 block; K = ABCG2 block
1: CCCC(=O)NCCCc1nc2ccccc2n1C(C)C
  A = -14.0; B = -7.0; C = -6.0; D = 8; E = 17; F = 99.4; G = 100.6; H = -11.0; I = 0.0; J = -1.3; K = -2.0
2: Cc1nc(-c2ccccc2)nc(Cl)c1Cl
  A = -4.0; B = 1.0; C = 1.0; D = 8; E = 20; F = 101.7; G = 99.4; H = 0.0; I = -1.0; J = 0.1; K = 0.4
3: O=C(O)CCn1cc(/C=N/O)c(-c2cccc([N+](=O)[O-])c2)n1
  A = 0.0; B = -3.0; C = 2.0; D = 15; E = 13; F = 103.8; G = ?; H = 0.0; I = 0.0; J = 1.4; K = 4.6
4: COc1ccc(CCNC(=O)CCNS(=O)(=O)c2cccc(Cl)c2)cc1OC
  A = -6.0; B = -1.0; C = -1.0; D = 13; E = 10; F = 100.7; G = ?; H = -4.0; I = 2.0; J = 1.4; K = 10.7
5: Cc1ccc(C)c(N2CCN(C(=O)CN3C(=S)NC(C)(C)CC3C)CC2)c1 (stereo unspecified)
  A = -3.0; B = -4.0; C = -3.0; D = 9; E = 16; F = 99.9; G = ?; H = -3.0; I = -3.0; J = 0.8; K = 1.0
6: CCc1oc2ccccc2c1C(=O)CCN1CCCCC1
  A = 0.0; B = -2.0; C = 2.0; D = 9; E = 23; F = 88.0; G = 88.9; H = -2.0; I = 0.0; J = 0.4; K = -0.1
7: COc1ccc(-c2nnn3c2nc(NCc2ccccc2)c2ccccc23)cc1
  A = 0.0; B = 0.0; C = -2.0; D = 9; E = 10; F = 101.5; G = ?; H = 1.0; I = -1.0; J = 0.2; K = 2.1
8: Cc1cc(C(F)F)n2nc(C(=O)Nc3cc(C)on3)nc2n1
  A = -21.0; B = -11.0; C = -9.0; D = 15; E = 28; F = 103.0; G = 99.6; H = -16.0; I = -1.0; J = 0.0; K = 6.8
9: COc1ccc(NC(=S)NCCc2ccccc2OC)c(OC)c1
  A = -4.0; B = -11.0; C = -4.0; D = 10; E = 37; F = 92.3; G = 93.8; H = -7.0; I = -4.0; J = 1.7; K = 8.9
10: Cc1c(NC(=O)c2ccc(CN3CCc4ccccc4C3)cc2)c(=O)n(-c2ccccc2)n1C
  A = -12.0; B = -2.0; C = 0.0; D = 6; E = 9; F = 96.0; G = 97.9; H = 0.0; I = 10.0; J = 1.1; K = 2.9
11: O=[N+]([O-])c1ccc(C=Nc2ccc(Cl)c([N+](=O)[O-])c2)s1
  A = -1.0; B = 1.0; C = 3.0; D = 10; E = 10; F = 99.3; G = ?; H = -2.0; I = 3.0; J = 0.2; K = 2.6
12: O=C(NCCS(=O)(=O)c1ccc(Cl)cc1)c1ccc(F)cc1
  A = 4.0; B = 2.0; C = -1.0; D = 7; E = 13; F = 95.5; G = 98.5; H = 1.0; I = 0.0; J = 0.3; K = 0.3
13: COc1ccc2cc(CCl)c(Cl)nc2c1
  A = 1.0; B = 1.0; C = 2.0; D = 7; E = 27; F = 97.5; G = 93.1; H = 0.0; I = 1.0; J = 0.1; K = 0.4
14: Cc1nc([N+](=O)[O-])nn1C12CC3CC(CC(Br)(C3)C1)C2
  A = 23.0; B = -45.0; C = -2.0; D = 7; E = 27; F = 96.3; G = 123.8; H = -2.0; I = -5.0; J = 0.8; K = 1.7
15: CCOC(=O)c1n[nH]c(=O)c2ccccc12
  A = 1.0; B = -1.0; C = -1.0; D = 6; E = 23; F = 93.1; G = 99.2; H = -6.0; I = -4.0; J = 0.4; K = 1.7
16: OC1(c2cccc(C(F)(F)F)c2)CCN(c2ccc(-c3ccccc3)nn2)CC1
  A = -22.0; B = -9.0; C = -9.0; D = 35; E = 28; F = 96.7; G = 96.8; H = -15.0; I = -7.0; J = 1.6; K = 92.6*
17: COc1ccc(-c2cn(-c3ccc(Br)cc3)c3[n+]2CCS3)cc1
  A = -2.0; B = -7.0; C = -6.0; D = 4; E = 9; F = 91.5; G = 92.9; H = -4.0; I = -6.0; J = 1.7; K = -2.4
18: Cc1cc2oc(=O)cc(COC(=O)c3n[nH]c4ccccc34)c2cc1C
  A = -7.0; B = -3.0; C = -2.0; D = 11; E = 72; F = 98.1; G = 97.7; H = -6.0; I = -5.0; J = -0.9; K = -1.9
19: Cn1c(-c2cc3ccc(OC(=O)C(C)(C)C)cc3oc2=O)nc2ccccc21
  A = -1.0; B = -4.0; C = -4.0; D = 24; E = 13; F = 98.8; G = 99.7; H = -6.0; I = -4.0; J = 4.3; K = 7.7
20: CC(=O)Nc1nnc(CCS(=O)(=O)c2ccc(C)c(C)c2)s1
  A = -5.0; B = -1.0; C = -1.0; D = 12; E = 14; F = 104.0; G = 102.6; H = -2.0; I = 0.0; J = 0.0; K = -0.1
21: O=C(CSc1nc2ccccc2[nH]1)Nc1ccccc1F
  A = -4.0; B = 1.0; C = -8.0; D = 6; E = 48; F = 85.9; G = 102.2; H = -6.0; I = -1.0; J = -0.1; K = 10.6
22: O=C(Nc1ccc2c(c1)OCO2)C1CCCN(S(=O)(=O)Cc2ccccc2)C1 (stereo unspecified)
  A = -12.0; B = -8.0; C = 1.0; D = 10; E = 31; F = 101.3; G = 99.2; H = -11.0; I = -1.0; J = 1.6; K = 7.1

Quoted from above, nos. 1–8
Labels used below: A = Bim-Bfl-1; B = Bcl-B Bim block; C = Bim-Bcl-XL; D = Avidin fluor; E = GSH fluor; F = RGS4-Gao reg; G = RGS7-Gao; H = Bcl-2 Bim block; I = Bim-Bcl-W; J = ABCB1 block; K = ABCG2 block
1: CCCC(=O)NCCCc1nc2ccccc2n1C(C)C
  A = -14.0; B = -7.0; C = -6.0; D = 8; E = 17; F = 99.4; G = 100.6; H = -11.0; I = 0.0; J = -1.3; K = -2.0
2: Cc1nc(-c2ccccc2)nc(Cl)c1Cl
  A = -4.0; B = 1.0; C = 1.0; D = 8; E = 20; F = 101.7; G = 99.4; H = 0.0; I = -1.0; J = 0.1; K = 0.4
3: O=C(O)CCn1cc(/C=N/O)c(-c2cccc([N+](=O)[O-])c2)n1
  A = 0.0; B = -3.0; C = 2.0; D = 15; E = 13; F = 103.8; G = ?; H = 0.0; I = 0.0; J = 1.4; K = 4.6
4: COc1ccc(CCNC(=O)CCNS(=O)(=O)c2cccc(Cl)c2)cc1OC
  A = -6.0; B = -1.0; C = -1.0; D = 13; E = 10; F = 100.7; G = ?; H = -4.0; I = 2.0; J = 1.4; K = 10.7
5: Cc1ccc(C)c(N2CCN(C(=O)CN3C(=S)NC(C)(C)CC3C)CC2)c1 (stereo unspecified)
  A = -3.0; B = -4.0; C = -3.0; D = 9; E = 16; F = 99.9; G = ?; H = -3.0; I = -3.0; J = 0.8; K = 1.0
6: CCc1oc2ccccc2c1C(=O)CCN1CCCCC1
  A = 0.0; B = -2.0; C = 2.0; D = 9; E = 23; F = 88.0; G = 88.9; H = -2.0; I = 0.0; J = 0.4; K = -0.1
7: COc1ccc(-c2nnn3c2nc(NCc2ccccc2)c2ccccc23)cc1
  A = 0.0; B = 0.0; C = -2.0; D = 9; E = 10; F = 101.5; G = ?; H = 1.0; I = -1.0; J = 0.2; K = 2.1
8: Cc1cc(C(F)F)n2nc(C(=O)Nc3cc(C)on3)nc2n1
  A = -21.0; B = -11.0; C = -9.0; D = 15; E = 28; F = 103.0; G = 99.6; H = -16.0; I = -1.0; J = 0.0; K = 6.8

Compound profiles, from the list above. Screens in order: Bim-Bfl-1, Bcl-B Bim block, Bim-Bcl-XL, Avidin fluor, GSH fluor, RGS4-Gao reg, RGS7-Gao, Bcl-2 Bim block, Bim-Bcl-W, ABCB1 block, ABCG2 block
Profile of Cc1nc([N+](=O)[O-])nn1C12CC3CC(CC(Br)(C3)C1)C2 = 23.0, -45.0, -2.0, 7, 27, 96.3, 123.8, -2.0, -5.0, 0.8, 1.7
Profile of OC1(c2cccc(C(F)(F)F)c2)CCN(c2ccc(-c3ccccc3)nn2)CC1 = -22.0, -9.0, -9.0, 35, 28, 96.7, 96.8, -15.0, -7.0, 1.6, 92.6*

Assay outcomes: PubChem, NMMLSC
